# Screening data: PubChem, several laboratories
# KLK5 inh: inhibitors of human kallikrein 5 | Q9Y337 | hit rate 0.59% among 210,000 | inhibition, % at 5 µM | recombinant hK5, fluorogenic AMC substrate cleavage;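 active means inhibition of 40% or more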;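 further: 0% = enzyme controls without compound and 100% = no-enzyme blanks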
# Target sequence (Q9Y337 67-293 limits assumed): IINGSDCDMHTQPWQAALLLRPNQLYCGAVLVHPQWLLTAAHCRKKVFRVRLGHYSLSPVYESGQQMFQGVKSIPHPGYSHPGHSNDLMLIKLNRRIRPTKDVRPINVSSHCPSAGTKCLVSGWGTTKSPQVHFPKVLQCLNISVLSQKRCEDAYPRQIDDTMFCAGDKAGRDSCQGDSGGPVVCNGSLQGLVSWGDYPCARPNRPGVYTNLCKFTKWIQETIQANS
# FXIa inh: blocks human coagulation factor XIa protease activity. AID 798. hit rate 0.14% among 220,000. purified FXIa, Boc-Glu-Ala-Arg-AMC fluorogenic substrate. P03951. inhibition, % at 5 µM;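 active means inhibition of at least 40%; inactive means inhibition below 40%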;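 further: fluorescence of freed AMC excited at 355 nm; 0% = enzyme without compound and 100% = no enzyme blank; many of its hits are not listed in these tables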
# Hck-Nef inh: human Hck-Nef kinase inhibition; P08631; Recombinant Hck-YEEI plus Nef, Z-Lyte FRET kinase assay; inhibition, % at 20 µM; hit rate 0.68% among 220,000; AID 463187;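 active means Hck-Nef kinase inhibition above about 50%, limit read from the data; inactive means inhibition below that limit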;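 further: 0% = DMSO with Hck plus Nef and 100% = Hck alone without Nef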
# Thrombin inh: blocks human thrombin protease activity | alpha-thrombin, Boc-VPR-AMC fluorogenic substrate cleavage | AID 1046 | hit rate 0.26% among 220,000 | P00734 | inhibition, % at 5 µM;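 active means inhibition at or above 40%; inactive means inhibition below 40%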;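 further: 0% = enzyme with no compound and 100% = wells without enzyme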
#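 Test system: human alpha-thrombin protein / Dosing: one concentration per compound, 5 µM, with 0.2% DMSO / Medium: pH 7.5 Tris-saline with Tween 20 / Benchmarks: no-compound enzyme wells and no-enzyme blanks / Read-out basis: percent inhibition of thrombin substrate cleavage / Timing: reaction at room temperature / Measured by: fluorescence, ex 355 nm, em 460 nm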
# Cl transport mod: modulators of human KCC2 chloride dependent transport. hit rate 2.2% among 190,000. Q9H2X9. B-score of Tl+ flux slope (higher = more flux/activation; lower = inhibition) at 10 µM. KCC2 cells, thallium flux FluoZin-2 fluorescence;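 active means thallium flux slope and its plate-corrected score both differing from the plate sample mean at a set confidence after two filtering rounds, in either direction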;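 further: slope of fluorescence scaled to starting intensity during 10 to 20 s after thallium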
# Rad51 HR inh: blocks human Rad51 in homologous recombination. inhibition, % at 10 µM. hRad51 DNA strand exchange, fluorescence dequenching. hit rate 0.085% among 200,000;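 active means inhibition above 40% at the single screening dose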;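 further: 0% = DMSO control wells and 100% = blanks with heterologous ssDNA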
#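 material = hRad51 filaments on single-stranded DNA | timing = filaments 15 min 37 °C, then compound 30 min | signal = FRET fluorescence dequenching, excitation 485 nm, emission 520 nm | benchmarks = control wells and blank wells on each plate | evaluation = percent inhibition relative to plate controls and blanks | compound = 10 µM final, single point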
# zVAD death inh: blocks zVAD induced death of L929 cells; viability rescue, % at 10 µM; L929 zVAD necroptosis rescue, ATP luminescence, 24 h; with zVAD 60 µM; hit rate 0.38% among 220,000;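 active means activation, scaled between plate controls, above about 75%, limit read from the data; inactive means activation under that limit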;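 further: 0% = zVAD with DMSO and 100% = DMSO alone without zVAD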
# FXIIa inh 1536: blocks human coagulation factor XIIa protease activity; inhibition, % at 5 µM; AID 800; hit rate 0.3% among 220,000; purified FXIIa, Boc-QGR-AMC fluorogenic substrate, 2 h; P00748; in the data active means inhibition above about 40%;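 further: 0% = enzyme with no compound and 100% = blank without enzyme; many of its hits are not listed in these tables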
# Target sequence (P00748 20-372 limits assumed): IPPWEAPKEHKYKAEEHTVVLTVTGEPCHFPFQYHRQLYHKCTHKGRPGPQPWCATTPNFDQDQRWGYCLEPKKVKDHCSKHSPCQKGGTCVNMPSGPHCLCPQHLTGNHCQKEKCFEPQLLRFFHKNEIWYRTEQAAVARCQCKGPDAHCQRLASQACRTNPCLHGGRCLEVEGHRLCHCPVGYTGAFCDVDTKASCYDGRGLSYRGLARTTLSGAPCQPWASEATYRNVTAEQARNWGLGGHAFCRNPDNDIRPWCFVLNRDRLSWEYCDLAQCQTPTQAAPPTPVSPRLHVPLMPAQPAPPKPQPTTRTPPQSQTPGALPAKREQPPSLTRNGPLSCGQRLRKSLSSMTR
# Target sequence (P00748 373-615 limits assumed): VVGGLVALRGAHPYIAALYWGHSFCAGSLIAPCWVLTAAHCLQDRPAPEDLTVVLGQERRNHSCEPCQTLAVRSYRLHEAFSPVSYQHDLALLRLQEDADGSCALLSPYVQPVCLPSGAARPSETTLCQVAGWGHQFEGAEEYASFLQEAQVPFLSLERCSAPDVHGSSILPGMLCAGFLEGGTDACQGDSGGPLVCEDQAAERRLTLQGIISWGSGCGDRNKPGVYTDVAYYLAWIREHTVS
# TNF necrop inh: TNF-alpha cell death inhibition in Jurkat FADD-/- cells; Jurkat FADD-/- TNF necroptosis rescue, ATP luminescence, 24 h; 0 = TNF only, 100 = no-TNF cells; activation (protection from cell death), % at 10 µM; hit rate 0.068% among 220,000; AID 463075;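 active means activation, meaning protection from cell death, of at least 50% relative to plate controls; inactive means activation below 50%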;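 further: necroptosis triggered by 40 ng/mL TNF-alpha added together with compound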
# Active calls of the source: *; x = no result given. These rows are one share of the data, so the mix of outcomes need not match the whole.
Structure	KLK5 inh	FXIa inh	Hck-Nef inh	Thrombin inh	Cl transport mod	Rad51 HR inh	zVAD death inh	FXIIa inh 1536	TNF necrop inh
Nc1cc(Cl)ccc1N1CCCCCC1	-2	-7	15	-23	-0.34	-10	2.2	5	3.5
O=c1c2ccccc2nc(-c2ccc(Br)cc2)n1Cc1ccccc1	-2	-11	-1	-6	-0.69	6	0.1	-8	-6.2
COc1cc2ccccc2cc1C(=O)NC(=S)Nc1nnn(C)n1	-11	6	6	-1	-1.5	x	0.8	15	1.5
Cc1ccc(OCC(=O)NC2CCCc3ccccc32)c(C)c1 (stereo not drawn)	2	-2	1	-13	0.42	4	-0.2	9	0.9
O=[N+]([O-])c1c(Nc2ccccc2)ccc2nonc12	-7	7	2	-8	x	2	-0.2	22	-2.7
COc1ccc(OCC(O)CNC(=O)c2ccccc2C(=O)O)cc1 (stereo not drawn)	-14	9	-12	0	1.2	7	x	12	-1.3
CN(CCC1CCCCO1)C(=O)CCc1nnc(CCCCc2ccccc2)o1 (stereo not drawn)	-6	-8	20	-12	-0.69	13	0.2	1	1.2
COc1cc2nc(CN3CCC(Cc4ccccc4)CC3)[nH]c(=O)c2cc1OC	-4	-9	12	1	-0.27	-4	2.0	6	4.8
CC(C)OCCCNC(=O)c1ccncc1	-15	-1	-4	3	1.3	-2	0.2	5	-0.2
CCn1c(=O)cc(OCC(=O)NCCc2cccc(C)c2)c2ccccc21	-2	2	28	-8	-0.016	0	3.1	12	-3.1
CC(NC(=O)NC(=O)c1ccc(Cl)cc1Cl)C1CC1 (stereo not drawn)	0	4	-52	0	0.12	-4	-1.2	x	0.2
CN1CCN(C(=O)c2sc(=S)n(-c3ccccc3)c2N)CC1	0	-5	1	-6	1	-5	0.1	-4	-1.5
CCN(CC)C(=O)CC(c1ccc(N(C)C)cc1)c1c(OC)cc(OC)c2ccc(=O)oc12 (stereo not drawn)	-3	1	24	3	0.022	-9	-0.8	8	-0.2
O=C(NCCc1ccccc1)c1ccc(=O)[nH]c1	-3	-5	0	-7	1.7	0	-0.1	-3	-1.0
O=C(c1ccc(-n2cnnn2)cc1)N(C1CCCCC1)C1CCCCC1	-4	-4	14	4	0.027	8	0.9	3	0.6
O=C(CCCn1c(SCC(=O)NCCc2ccccc2)nc2ccccc2c1=O)NCC1CCCO1 (stereo not drawn)	-19	-7	5	-3	-1.1	0	0.7	0	1.0
Cc1nn(C)cc1CNC(=O)c1cccc(Cl)c1	-26	-4	2	-10	-0.28	x	-0.3	-7	0.4
CCOc1ccccc1NC1c2ccccc2C(=O)N1c1ccc(C)cn1 (stereo not drawn)	-1	2	0	0	x	-5	-1.3	3	-0.8
Cc1cc(NC(=O)CSc2ccc3nnc(-c4cccnc4)n3n2)no1	-9	6	1	1	0.08	6	-0.2	-3	0.0
Cc1nc(SCC(=O)Nc2ccccc2C(F)(F)F)c(C#N)c(C)c1CC(=O)c1ccc(Br)cc1	-9	-4	3	-4	0.72	-4	-0.2	3	-5.6
COc1ccc(/C=C2\C(=O)NC(=S)N2C(=O)c2ccc(C)cc2)cc1	1	0	19	-1	7.5*	x	x	9	4.3
Cc1nc2ccccc2c(=O)n1/N=C/c1ccc(O)cc1	11	7	1	6	-1.8	10	0.0	17	-3.8
C#CCOCCOCCOCCNc1nc(N2CCN(C(=O)[C@H]([C@@H](C)CC)n3cc([C@@H](N)CC(C)C)nn3)CC2)nc(N2CCN(C(=O)[C@H](CCCCN)n3cc([C@@H](N)CC(C)C)nn3)CC2)n1	-3	23	13	-3	-1	-5	0.9	5	0.7
N#Cc1cc2c(nc1SCc1cccnc1)CCCC2	-14	0	-9	2	-0.05	-3	-0.3	17	-1.5
C#Cc1ccc([C@@H]2C=C(C(=O)O)O[C@H](OCc3ccc(CO)cc3)C2)cc1	6	4	22	3	0.39	-2	0.5	15	-0.1
O=C(COc1ccc2c(-c3ccccc3)cc(=O)oc2c1)NCc1cccs1	5	-4	2	-11	0.17	-1	1.2	-4	0.3
COc1ccccc1NC(=O)C(C)N1CCN(C/C=C/c2ccccc2)CC1 (stereo not drawn)	-19	4	-2	4	x	4	-0.1	5	-5.6
COc1ccc(NC(=O)CC2C(=O)N(c3ccc(OC)cc3)C(=O)N2CCc2cccs2)cc1 (stereo not drawn)	-1	24	2	5	0.1	10	0.2	19	1.2
CCOC(=O)C(CO)(NC(C)=O)C(=O)OCC	-16	1	2	-10	-0.029	6	0.0	16	-1.6
C=CCn1c(=O)c2c(nc3n2CCN3c2cccc(Cl)c2C)n(C)c1=O	4	2	3	-20	-1.4	-6	0.0	-2	-0.6
CC(=O)N(c1nc(/C=C\C(=O)O)cs1)c1ccccc1F	2	2	33	4	-0.11	x	-0.3	9	-1.5
O=C(CCC(=O)Nc1ccccc1)NCCO	-12	0	6	-2	-0.27	-4	-1.2	11	-1.3
O=C(CSc1nnnn1-c1cccnc1)Nc1ccc(OCc2ccccc2)cc1	11	-1	-2	-2	-1.9	5	-0.2	14	-4.4
O=C(NC(=S)NCC1CCCO1)c1cccs1 (stereo not drawn)	-16	6	5	-1	2.5	x	0.2	6	1.2
CCOc1ccc(CCNC(=O)COC(=O)c2cc(OC)c(OC)c(OC)c2)cc1OCC	2	0	23	-4	-1.4	-8	13	8	2.5
CCC(C)(C)NC(=O)C(c1ccc(F)cc1)N(Cc1ccco1)C(=O)c1cnccn1 (stereo not drawn)	-13	2	0	0	-0.38	4	-0.3	12	-0.7
Cc1ccc(C2NS(=O)(=O)N=C2N)cc1 (stereo not drawn)	-22	-12	8	-1	0.033	-5	0.5	8	-0.6
CCCN(N=Nc1cccc([N+](=O)[O-])c1)c1cccc([N+](=O)[O-])c1	16	1	-1	1	0.46	8	-0.6	15	0.3
CCOC(=O)N1CCN(C(=O)c2cccc(OC)c2O)CC1	-26	2	10	-10	0.51	-10	-0.7	-5	-0.3
COc1ccc(C(CCN(Cc2ccc(OC)c(OC)c2)C(C)=O)c2ccccc2)cc1 (stereo not drawn)	14	4	1	-2	-1.6	-6	-0.7	7	2.6
Cc1[nH]nc2c1C1(C(=O)N(Cc3ccc(Cl)cc3)c3ccccc31)C(C#N)=C(N)O2 (stereo not drawn)	1	5	1	0	-0.099	7	0.6	15	-2.1
OCCC1CN(Cc2ccc3ncccc3c2)CCN1Cc1ccccc1 (stereo not drawn)	x	1	9	0	0.77	x	-0.7	12	0.8
COCCn1cc(C(=O)N2CCN(C)CC2)c2c3ccccc3n(C)c2c1=O	-4	-1	3	-1	x	4	-0.1	4	-1.8
CCOC(=O)Cc1ncccc1C(=O)Nc1ccc(Oc2ccccc2)cc1	-6	3	23	-8	-1.1	12	0.2	9	-0.1
Cc1c(C(=O)NCc2cccnc2)oc2ccc(S(=O)(=O)N3CCCCCC3)cc12	0	-2	-10	-5	0.061	4	0.1	3	-2.3
Cc1nc2nc(SCC(=O)NCc3ccco3)nn2c(C)c1Cc1ccccc1	-7	7	3	0	0.077	x	0.3	6	0.0
CN(c1ncc(C(F)(F)F)cc1Cl)N1C(=O)c2cccc([N+](=O)[O-])c2C1=O	47*	22	-13	30	0.9	5	0.2	28	-1.0
COc1ccc(C(=O)NCc2nnc(SCC(=O)N3CCCc4ccccc43)o2)cc1OC	-2	-3	-8	-3	0.039	-1	1.8	x	0.2
Cc1[nH]n(-c2ccc(Cl)cc2)c(=O)c1C(=O)c1ccccc1	2	0	20	-4	8.1*	8	-0.8	10	-0.4
Cc1ccc(-n2c(C)cc(C(=O)CSc3n[nH]c(N)n3)c2C)cc1	-5	-8	1	-4	-1.2	0	0.0	-4	-12

# More entries:
Structure	KLK5 inh	FXIa inh	Hck-Nef inh	Thrombin inh	Cl transport mod	Rad51 HR inh	zVAD death inh	FXIIa inh 1536	TNF necrop inh
O=C(O)c1cccc(S(=O)(=O)N2CCSCC2)c1	-28	-5	1	-10	0.33	-5	-0.1	6	-2.7
Cc1cc(=O)oc(C)c1C(=O)NCCCN1CCN(c2ccc(F)cc2)CC1	-3	2	4	4	-0.1	-8	-0.5	21	-1.7
CCCCC/C=N\NC(=O)Cc1ccc([N+](=O)[O-])cc1	-1	9	0	-15	-0.32	-4	1.4	12	0.7
COc1ccc(-n2cc(CN(C)C(C)c3ccncn3)c(-c3cccc(F)c3)n2)cc1 (stereo not drawn)	x	0	9	-3	x	8	0.9	5	0.9
CCOC(=O)c1c(NC(=O)c2cccs2)sc(CC)c1-c1cccs1	20	10	1	-2	x	-18	-0.1	25	0.7
COc1cc(SC)ccc1C(=O)Nc1ccncc1	-23	-4	-2	1	-0.13	10	1.0	-6	-7.0
Cc1c(C(=O)Nc2ccc3c4c(cccc24)CC3)cccc1[N+](=O)[O-]	-22	4	0	-10	0.52	x	0.0	4	-0.5
Cc1nn(-c2ccccc2)c(NC(=O)c2cccs2)c(-c2ccccc2)c1=O	-5	0	2	-6	-0.27	8	0.9	8	2.3
COC(=O)c1sc(-c2ccc(Cl)cc2)cc1NC(=O)COCC(=O)O	6	6	18	4	0.3	18	0.5	12	0.7
COc1ccc(-n2cc(-c3ccc(OC)c(OC)c3)[nH]c2=S)cc1	2	2	23	-10	-0.3	2	-1.6	3	0.4

# Reprinted from the listing for reference:
Structure	KLK5 inh	FXIa inh	Hck-Nef inh	Thrombin inh	Cl transport mod	Rad51 HR inh	zVAD death inh	FXIIa inh 1536	TNF necrop inh
O=C(O)c1cccc(S(=O)(=O)N2CCSCC2)c1	-28	-5	1	-10	0.33	-5	-0.1	6	-2.7
Cc1cc(=O)oc(C)c1C(=O)NCCCN1CCN(c2ccc(F)cc2)CC1	-3	2	4	4	-0.1	-8	-0.5	21	-1.7

# Continued:
Structure	KLK5 inh	FXIa inh	Hck-Nef inh	Thrombin inh	Cl transport mod	Rad51 HR inh	zVAD death inh	FXIIa inh 1536	TNF necrop inh
COc1cccc(N=C(N)N)c1	15	6	12	11	0.22	0	1.2	16	0.6
Cc1ccc(-c2nc3cccnc3s2)cc1NS(C)(=O)=O	2	2	-1	1	0.33	-6	43	12	2.4
O=C(CSc1ncccc1C(=O)O)NCCC1=CCCCC1	-5	-7	0	-4	-0.22	-8	-0.1	-1	-0.1
CSc1ccc(S(=O)(=O)NCc2ccc(C)cc2)cc1	0	11	-2	-2	1.5	-2	0.6	19	0.5
CCCOc1ccc(C(=O)N2CCCc3ccccc32)cc1	7	7	7	1	-1.8	6	-0.6	15	-2.2
CC(C)C[C@H](N)c1nnc(S(=O)(=O)Cc2cccc(F)c2)o1	-3	-1	-2	12	-2.7	5	-0.6	-2	-13
CCCOc1ccc(Br)cc1CSC(=N)N	2	-8	4	-8	0.0019	6	1.1	-2	-1.5
CC1Cc2nc(SCC(=O)N3CCOCC3)n(-c3ccccc3)c(=O)c2S1 (stereo not drawn)	-8	3	-2	2	0.08	-4	1.0	13	1.3
CC(C)c1ccc(N=C(N)N=C(N)N)cc1	-1	-5	-1	-7	0.23	-5	0.5	11	-0.5
COc1ccc(C2CC(C(F)(F)F)n3ncc(C(=O)O)c3N2)cc1OC (stereo not drawn)	-26	17	1	3	-0.38	1	-0.2	25	-2.3
